DUSP3 inh – inhibitors of human VHR1 phosphatase (DUSP3); P51452; recombinant VHR phosphatase, pNPP absorbance; inhibition, % at 13.3 µM; 290,000 compounds, 0.52% hits; AID 1654; in the data active means inhibition above about 50%; further: some compounds called inactive have numbers as strong as hits
Target sequence (P51452 whole entry, looked up): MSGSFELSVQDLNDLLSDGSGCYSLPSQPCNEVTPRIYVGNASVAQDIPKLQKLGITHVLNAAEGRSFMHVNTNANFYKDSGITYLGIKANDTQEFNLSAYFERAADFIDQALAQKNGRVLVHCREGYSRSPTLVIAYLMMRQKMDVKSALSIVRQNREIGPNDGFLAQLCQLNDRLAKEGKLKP
3CLpro inhibitor – SARS-CoV 3CLpro protease inhibition. P0C6X7. recombinant SARS-CoV 3CLpro, quenched FRET peptide cleavage. inhibition, % at 6 µM. 290,000 compounds, 0.14% hits. AID 1706; in the data active means inhibition above about 12%
* hit, by the source's call; · = not tested or not shown. Only part of the results is shown; the hit share may differ from the screen's.

SMILES	DUSP3 inh	3CLpro inhibitor
Cc1cc(C)nc(-n2nc(C)cc2NC(=O)c2ccc(Br)o2)n1	·	-4
O=C1C(=O)N(CCCn2ccnc2)C(c2cccnc2)/C1=C(/O)c1ccc(Br)cc1 (configuration not stated)	·	2
O=C(CCn1c(=S)[nH]c2cc3c(cc2c1=O)OCO3)N1CCN(C2CCCCC2)CC1	·	0
Cc1ccc(-c2cc(C(=O)NCC3CCCO3)c3ccccc3n2)o1 (configuration not stated)	·	4
Cn1nc(-c2ccc(N3CCOCC3)c(NC(=O)COc3ccccc3)c2)c2ccccc2c1=O	·	-1
CC(=O)Nc1c(C(=O)N2CCN(c3ncccn3)CC2)cnn1-c1ccccc1Cl	·	-1
COc1cc(-c2ccc(NC(=O)CN3CCCCC3)c(OC)c2)ccc1NC(=O)CN1CCCCC1	·	-1
Cc1cccn2c(=O)c3cc(C(=O)NCC4CCCO4)n(C)c3nc12 (configuration not stated)	·	-1
COc1ccc2nc(SCC(=O)N3CCN(c4ccccc4F)CC3)c(C#N)cc2c1	·	1
Cc1c(C(=O)N2CCN(c3ccccc3)CC2)sc2ncnc(N3CCN(c4ccccc4)CC3)c12	·	-4
Cc1cc(N2CCN(c3nc(N4CCOCC4)nc4ccccc34)CC2)c2ccccc2n1	·	1
O=C1c2ccccc2C(=O)N1CCCN1CCN(CCCN2C(=O)c3ccccc3C2=O)CC1	·	1
Cc1nc(N2CCc3ccccc32)[nH]c(=O)c1CCC(C)C	·	1
CN(C(=O)c1ccccn1)c1nnc(-c2ccncc2)s1	·	-3
COc1cccc(CN2CCN(C(=O)c3cccc(F)c3)CC2)c1	·	2
CCc1nnc(NC(=O)CSc2nnc(CSc3nc(C)cc(C)n3)n2CC)s1	·	-11
Cc1oc2cc3c(C(=O)N4CCN(c5ccccc5)CC4)c(C)oc3cc2c1C(=O)N1CCN(c2ccccc2)CC1	·	-3
COC(=O)c1ccccc1NC(=O)c1cc(-c2ccc(OC)c(OC)c2)on1	·	0
O=C(N1CCOCC1)N1CCN(C(=O)N2CCOCC2)CC1	·	-8
CCOc1cc(NC(=O)c2cnccn2)c(OCC)cc1NC(=O)c1ccc(C)cc1	·	0
Cn1c(=O)n(CCN2CCOCC2)c(=O)c2c1nc1n2CCN1c1ccccc1	·	0
CCN(CC)c1ccc(/C=C2\C(=O)N(c3ccc([N+](=O)[O-])cc3)N=C2N2CCOCC2)cc1	·	2
O=C(c1ccco1)N1CCN(Cc2ccccc2C(F)(F)F)CC1	·	4
COc1ccc(CNC(=O)CSc2nc3c(c(=O)n(C)c(=O)n3C)n2C)cc1	·	-7
O=C(OCN1C(=O)c2ccccc2C1=O)c1ccc2c(=O)n3c(nc2c1)CCC3	·	3

Continued (six carried over from the part before).
SMILES	DUSP3 inh	3CLpro inhibitor
CCOc1cc(NC(=O)c2cnccn2)c(OCC)cc1NC(=O)c1ccc(C)cc1	·	0
Cn1c(=O)n(CCN2CCOCC2)c(=O)c2c1nc1n2CCN1c1ccccc1	·	0
CCN(CC)c1ccc(/C=C2\C(=O)N(c3ccc([N+](=O)[O-])cc3)N=C2N2CCOCC2)cc1	·	2
O=C(c1ccco1)N1CCN(Cc2ccccc2C(F)(F)F)CC1	·	4
COc1ccc(CNC(=O)CSc2nc3c(c(=O)n(C)c(=O)n3C)n2C)cc1	·	-7
O=C(OCN1C(=O)c2ccccc2C1=O)c1ccc2c(=O)n3c(nc2c1)CCC3	·	3
Cc1ccc(Cc2c(C)nc3c(C(=O)O)cnn3c2C)cc1	·	-3
CCCCC1CCC(C(=O)Nc2c(C)n(C)n(-c3ccccc3)c2=O)CC1 (configuration not stated)	·	-2
Cc1ccc(-c2nnc3c4ccccc4c(C)nn23)cc1NC(=O)c1ccco1	·	-8
COC(=O)c1cc(OC)c(OC)cc1NC(=O)c1c(C)noc1C	·	1
COc1cccc(C2C(C(=O)c3ccc(C)o3)=C(O)C(=O)N2CCCN(C)C)c1 (configuration not stated)	·	0
c1nc(N2CCOCC2)c2sc3nc(N4CCOCC4)c4c(c3c2n1)CCCC4	·	-1
Clc1cccc(-c2nnc3sc(-c4ccccc4)nn23)c1	·	0
COC(=O)c1ccccc1NC(=O)CSc1nc2c(c(=O)n(C)c(=O)n2C)n1C	·	-5
Cc1nc(NC2=NCN(CC3CCCO3)CN2)nc2ccccc12 (configuration not stated)	·	-8
CCn1cc(C(=O)O)c(=O)c2cnc(N3CCN(C(=O)Nc4ccccc4)CC3)nc21	·	6
CCCc1nc2ccccc2n2cc3c(=O)n(C)c(=O)n(C)c3c12	·	3
CC1=NC(=O)C(N=Nc2ccccc2C)N1c1ccccc1 (configuration not stated)	·	0
Cc1cc[n+](-c2nc([O-])n(-c3ccccc3)c2C=O)cc1	·	-1
CCN(CC)c1ccc2cc(-c3nnc(-c4ccc(Br)cc4)o3)c(=O)oc2c1	·	-4
COc1ccc(-c2ccc(=O)n(CC(=O)N3CCN(c4ccccc4OC)CC3)n2)cc1	·	-3
C=CCn1c(SCC(=O)NCc2ccco2)nc2sc3c(c2c1=O)CCCCC3	·	-1
O=C1c2ccccc2-c2ncnc3cccc1c23	·	-2
CCCCCCNC(=O)c1c(N)n(/N=C/c2ccco2)c2nc3ccccc3nc12	·	2
CC(=O)c1cc2c(cc1NC(=O)CN1CCN(C(=O)c3ccco3)CC1)OCO2	·	0
CCOC(=O)c1sc(NC(=S)n2cc(C)cn2)c(C(=O)OCC)c1C	·	7
COc1ccc(/C=C2\C(=O)N(c3nc(-c4ccc(Br)cc4)cs3)N=C2c2ccccc2)cc1	·	-5
CCCn1c2c(c(O)c(C(=O)Nc3ccc(C)cn3)c1=O)CCCC2	·	-1
CCCCCNC(=O)C(C#N)c1nc2ccccc2nc1N1CC(C)OC(C)C1 (configuration not stated)	·	0
CCCCCc1nc2ccccc2c(=O)n1NC(=O)c1c(O)c2cccc3c2n(c1=O)CCC3	·	0
Cc1cc(-c2ccccc2)nc(N2CCC(C(=O)NCC3CCCCC3)CC2)n1	·	-2

Entries of single compounds, quoted from the list. Screens in order: DUSP3 inh | 3CLpro inhibitor
`CCCn1c2c(c(O)c(C(=O)Nc3ccc(C)cn3)c1=O)CCCC2` is entered as · | -1
`Cc1cc(-c2ccccc2)nc(N2CCC(C(=O)NCC3CCCCC3)CC2)n1` is entered as · | -2

Later entries.
SMILES	DUSP3 inh	3CLpro inhibitor
Cc1cncn1CCc1nc2c3ccccc3nc(=S)n2[nH]1	·	-5
Cn1c2c(c(=O)n(C)c1=O)C(c1cccc(Br)c1)C1C(=O)c3ccccc3C1=N2 (configuration not stated)	·	-6
CN(C)c1ccc(CNC23CC4CC(CC(C4)C2)C3)cc1	·	0
CCc1cc2c(=O)c(-c3nc4ccccc4[nH]3)coc2c(CN2CCC(C)CC2)c1O	·	3
COc1ccc(N2CCN(CC(=O)Nc3cc4c(cc3C(C)=O)OCO4)CC2)cc1	·	-4
CCC(c1nnnn1C(C)(C)C)N(Cc1cc2cccc(C)c2n2nnnc12)C1CCCC1 (configuration not stated)	·	1
CCOC(=O)c1c(C)oc2cc3c(C(=O)OCC)c(C)oc3cc12	·	3
CC1CCN(S(=O)(=O)c2ccc(S(=O)(=O)N3CCCN(Cc4ccccc4)C3)cc2)CC1	·	2
CCOC(=O)c1cc2c(=O)n3cccc(C)c3nc2n(Cc2cccnc2)c1=N	·	-1
COc1cc(-n2c3nc4ccccc4nc3c3c(=O)n(Cc4ccco4)cnc32)cc(OC)c1OC	·	-1
CC1CCN(CCn2c(=S)[nH]c3ncccc3c2=O)CC1	·	-8
c1ccc(-c2nn3c(C4COc5ccccc5O4)nnc3s2)cc1 (configuration not stated)	·	0
CN(C)c1ccc(/C=N/N2C(=N)N(c3ccccc3)C(=S)C2=Nc2ccccc2)cc1	·	-1
O=C1C(=O)N(CCCn2ccnc2)C(c2cccnc2)/C1=C(/O)c1ccccc1 (configuration not stated)	·	0
Cn1c(=O)c2c(nc(CN3CCc4ccccc4C3)n2CCc2ccccc2)n(C)c1=O	·	12
COc1cccc(C2/C(=C(\O)c3ccc4c(c3)OCCO4)C(=O)C(=O)N2CCCN(C)C)c1OC (configuration not stated)	·	0
O=C(O)CN(CCO)CCN(CC(=O)O)CC(=O)O	1	-2
COc1ccccc1-c1c(C#N)c(SCC(=O)N2CCCC2)nc(C)c1C(N)=O	39	-4
Cc1ccc(N=Nc2c(O)c3ccccc3[nH]c2=O)c(S(=O)(=O)N(C)C)c1	9	-1
COc1cc2c(cc1NC(=O)Cn1cnc3c1c(=O)n(C)c(=O)n3C)oc1ccccc12	-8	-1
COc1ccc(NS(=O)(=O)c2ccc(NC(=O)c3cnn4c(C(F)F)cc(-c5ccc(C)cc5)nc34)cc2)cc1	16	6
CCOc1ccc(C2C(C(=O)c3ccco3)=C(O)C(=O)N2CCN(C)C)cc1 (configuration not stated)	9	-5
COc1nc(N/N=C/c2ccc(-c3cccc([N+](=O)[O-])c3)o2)nc(N2CCOCC2)n1	28	-3
CCCCN(CCCC)CCNC(=O)Cc1nc2c(c(=O)[nH]c(=O)n2C)n1C	-15	-5
O=C1N=C2N(CCN3CCCCC3)c3ccccc3N2/C1=C\c1ccc([N+](=O)[O-])o1	22	4
The listing continues.
SMILES	DUSP3 inh	3CLpro inhibitor
Cc1nc2c(cnn2-c2ccc(Cl)cc2)c(=O)n1-c1ccc(N2CCC(C)CC2)cc1	-33	2
CC(=O)N1C=Cc2c(c(C)c3c([nH]c4ccccc43)c2C)C1	-4	-1
CCOc1nc(-c2ccc(C)cc2)ccc1-c1noc(-c2cccnc2)n1	-5	1
O=C(CN1CCOCC1)N1CCN(c2ccc3ccccc3n2)CC1	21	4
C#CCOCCOCCOCCNc1nc(N2CCN(C(=O)Cn3cc(CCCN=C(N)N)nn3)CC2)nc(N2CCN(C(=O)[C@H]([C@@H](C)CC)n3cc(CCCN=C(N)N)nn3)CC2)n1	15	1
CCOC(=O)c1cccc(-n2c(-c3ccc(OC)cc3)nc3nc4ccccc4nc32)c1	15	0
CCOC(=O)N1CCC(NC(=O)C(NC(=O)C2CCC(C)CC2)C(C)CC)CC1 (configuration not stated)	12	1
COC(=O)[C@@H]1CC[C@H](C)[C@@H](c2ccc(C)cc2)N1C(=O)c1ccc(/C=N/OC[C@@H](O)COCc2ccco2)cc1	-3	-2
O=C1CSC(c2ccc(F)cc2)N1c1nnc(C23CC4CC(CC(C4)C2)C3)s1 (configuration not stated)	16	4
S=c1nc(-c2ccccc2)n(Cc2ccco2)c2c1CCCC2	19	-1
O=C(Nc1nnc(-c2ccccc2Cl)o1)c1cc2cc([N+](=O)[O-])ccc2s1	-3	-7
COC(=O)c1[nH]c2cccc(OC)c2c1NC(=O)CCN1CCN(c2cccc(Cl)c2)CC1	24	-2
COC(=O)c1[nH]c2cccc(OC)c2c1NC(=O)CCN1CCN(c2ccccc2F)CC1	18	-1
O=C(CNc1ccc2c(c1)OCO2)N/N=C\c1cn(Cc2ccc(F)cc2)c2ccccc12	-4	1
Cc1ccccc1OCC(=O)NCC(=O)N/N=C/C=C/c1ccccc1	5	0
C[C@@H]1NC(=O)[C@H](CCCN=C(N)N)NC(=O)c2cc([N+](=O)[O-])cc(I)c2OCC[C@@H](C(N)=O)NC1=O	-11	3
Cn1c(O)c(C=NC(CC(N)=O)C(=O)O)c(=O)n(C)c1=O (configuration not stated)	32	3
Cc1ccc2[nH]c3c(N4CCN(Cc5ccc6c(c5)OCO6)CC4)ncnc3c2c1	26	2
CCOC(=O)c1cnc2ccc(C(=O)OC)cc2c1NCc1ccco1	15	5
Cn1c(=O)c2c(nc(CN3CCN(Cc4ccccc4)CC3)n2Cc2ccccc2)n(C)c1=O	16	6
CC(C)(C)[Si](OCC[C@@H]1C[C@@]1(C)[C@@H](NP(=O)(c1ccccc1)c1ccccc1)c1ccccc1)(c1ccccc1)c1ccccc1	5	4
O=C(Nc1nnc(C2CC2)s1)c1cc2c(s1)CCCCCC2	29	0
CC(=O)C(Sc1nc(-c2ccc(F)cc2)nc2c1c(=O)n(C)c(=O)n2C)C(C)=O	16	-1
CCOC(=O)CN(C(=O)CSc1nnc2c(n1)[nH]c1c(C)cc(C)cc12)c1ccccc1	12	-5
Cc1ccc2cc(C)c3nnc(SCC(=O)Nc4nc5c(s4)CCCC5)n3c2c1	11	4

Reprinted from above for reference:
SMILES	DUSP3 inh	3CLpro inhibitor
CCOC(=O)CN(C(=O)CSc1nnc2c(n1)[nH]c1c(C)cc(C)cc12)c1ccccc1	12	-5
Cc1ccc2cc(C)c3nnc(SCC(=O)Nc4nc5c(s4)CCCC5)n3c2c1	11	4

More entries.
SMILES	DUSP3 inh	3CLpro inhibitor
O=C1CC(c2ccccc2)n2nc(NC(=O)c3cccnc3)nc2N1 (configuration not stated)	-5	12
COc1ccccc1Nc1nc(NCCO)c2ccccc2n1	15	-6
Cc1cccc(-n2c(SCN3C(=O)c4ccccc4C3=O)nc3ccccc3c2=O)c1	40	-2
CCCN1C(=O)c2cc(C(=O)NCc3cccs3)ccc2C1O (configuration not stated)	25	5
Cc1cc2nnc(SCCCCN3C(=O)c4ccccc4C3=O)n2c2ccccc12	24	-1
O=C1C(=O)N(CCCN2CCOCC2)C(c2cccs2)/C1=C(/O)c1ccc2c(c1)OCO2 (configuration not stated)	12	3
O=C(OCC(=O)c1ccc[nH]1)c1ccc(S(=O)(=O)N2CCCCC2)cc1	6	-3
COc1ccc(NC(=O)COC(=O)c2ccc(S(=O)(=O)N(C)c3ccccc3OC)cc2)c(OC)c1	34	5
O=C(c1ccccc1)c1c[nH]c2cc3c(cc2c1=O)OCO3	14	-14
COCCn1c(SCC(=O)Nc2ncc(C)s2)nc2sc3c(c2c1=O)CCC3	3	9
CCC(C)n1cnc2c(c1=O)c1nc3ccccc3nc1n2Cc1ccc2c(c1)OCO2 (configuration not stated)	15	-2
CC1CCN(c2nc3c(c(=O)n(C)c(=O)n3C)n2CCSc2nc3ccccc3o2)CC1	-6	-3
O=C(Nc1nc(-c2cccs2)cs1)c1cc2ccccc2oc1=O	6	6
Nn1c(SCC(=O)NC2CCCc3ccccc32)nnc1-c1ccc(Cl)cc1Cl (configuration not stated)	40	2

Screens as filed in PubChem BioAssay.
